BRCA1 expr up = qHTS Assay to Identify Small Molecule Activators of BRCA1 Expression; MCF7-BRCA1-FFLuc reporter, luminescence, 48 h; response scale: scaled: vehicle 0%, 10 µM genistein 100%; Potency, µM (series often up to 46.1 µM), without a hit: at the highest dose activation, usual class: activators; 1.1% of 380,000 active; active = well fitted activation curve with a large enough effect; inconclusive = small, poorly fitted or top-dose-only effect; inactive = no such curve, though single readings can be large or run the other way; also: nearly all actives have a fitted effect of over 80% in size; some results filed as inactive show a strong effect at the top dose
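MCF7-BRCA1-FFLuc, 2000 cells/well; 2 h attach, 37 °C/5% CO2; compound 48 h; luciferase substrate 15 min; luminescence end-point. Norm. to genistein 10 microM max activation and DMSO; concentration-response curves fitted.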
* marks the source's active call; other numbers are inactive results; ? = inconclusive. Potency is read from the fitted curve at half-maximal effect. The list is partial (hit frequency here may not be typical).

SMILES | BRCA1 expr up
CCOC(=O)C1CCN(C(=O)c2sc3ncn(CC(=O)N4CCCCC4)c(=O)c3c2C)CC1 | 2%
O=C(C1CCCCC1)N1C[C@H](n2cc(-c3ccc(F)cc3)nn2)[C@@H](O)C[C@@H]1c1ccccc1 | 0%
O=[N+]([O-])c1ccc(CN2CC(N3CCN(CC4CC4)CC3)CS2(=O)=O)cc1 (stereo not drawn) | 0%
CCN1CCCC1CNC(=O)c1ccc2c(c1)NC(=O)/C(=C\c1ccccc1Cl)S2 (stereo not drawn) | -19%
COc1cc(C=NC2CCCCC2)ccc1O | 3%
O=C(COC(=O)c1cc(S(=O)(=O)N2CCOCC2)ccc1Cl)c1ccc[nH]1 | 0%
CCN(CC)C(=O)C1=C(C)N(CCC2=CCCCC2)C(=O)C(CC(=O)NCc2cccs2)C1 (stereo not drawn) | 10%
COc1ccc(OCCNC(=O)c2ccc3nc(C)c(N(C)C(=O)CCc4ccccc4)n3c2)cc1 | 9%
COc1ccc(CN2C[C@H]3CON(C)[C@H]3C[C@H]2c2ccc(-c3ccccc3)cc2)cc1 | -11%
CCCNC(=O)N(C)C[C@H]1Oc2ncc(Br)cc2C(=O)N([C@H](C)CO)C[C@H]1C | -9%
CCC(c1nnnn1-c1ccc2c(c1)OCCO2)N1CCN(c2ccccn2)CC1 (stereo not drawn) | -4%
CNc1c(Br)cc(C(O)C2=CCc3ccccc32)cc1Br (stereo not drawn) | -65%
CC(=O)Nc1ccc(Nc2nc(Nc3ccc(Cl)cc3)nc(N3CCOCC3)n2)cc1 | -18%
O=C1CCc2cc(-c3csc(-c4ccc(O)cc4)n3)ccc2N1 | 4%
O=C1c2ccccc2C(c2nnnn2Cc2ccccc2)N1CCCn1ccnc1 (stereo not drawn) | -5%
COc1cc(OC)c(OC)cc1C=Cc1ccc2ccccc2n1 | 22%
CCCNC(=O)C1(C)CCCN(C(=O)COc2ccc(Cl)cc2Cl)C1 (stereo not drawn) | 0%
Nc1[nH]c(C(=O)c2ccccc2)c(-c2ccc(F)cc2)c1C(=O)NCCc1c[nH]c2ccccc12 | -36%
CC(C)NC(=O)C1(C)CCN1C(=O)C/C=C/c1ccccc1 (stereo not drawn) | 6%
CN(Cc1ccccn1)C(=O)c1cc(COc2ccc(F)c(F)c2)on1 | ?
Nc1cccc(S(=O)(=O)N2CCOCC2)c1 | -9%
COc1ccccc1-c1cnc(C(O)c2ccc(Cl)c(F)c2)[nH]1 (stereo not drawn) | 0%
Cc1cc(F)cc(-c2cc(C(=O)NCc3ccccc3)[nH]n2)c1 | 9%
Cc1ccc(C(=O)N(Cc2nnc(-c3ccccc3Cl)o2)C2CC2)o1 | 90%
COC(=O)c1ccc(C(=O)N2CCCC(C)(C(=O)NS(=O)(=O)C3CC3)C2)cc1 (stereo not drawn) | -1%
CCNC(=O)C1(C)CCCN(C(=O)COCc2ccccc2)C1 (stereo not drawn) | 16%
CCCCN(C)c1c(C)nc2ccc(C(=O)NCc3ccc4c(c3)OCO4)cn12 | 0%
CNc1nc(Oc2ccc3sc(C)nc3c2)c2sccc2n1 | -17%
Cc1c(C(=O)NCc2ccc(C(F)(F)F)cc2)sc(=O)n1Cc1ccc(S(=O)(=O)N(C)C)cc1 | -42%
Cc1ccc(Nc2c(-c3ccc(C)s3)nc3cccc(C)n23)cc1 | 3%
Nc1ccc(CC(N)c2csc(Nc3cc(Oc4ccccc4)ncn3)n2)cc1 (stereo not drawn) | -2%
COc1ccc(NC(=O)C2c3ccccc3OCC(=O)N2C2CC2)cc1 (stereo not drawn) | 0%
CC1C(c2ccccc2)OCCN1C(=S)NC(=O)c1ccccc1 (stereo not drawn) | 3%
CN1CCn2cnc(C(=O)NCC(=O)OC(C)(C)C)c2C1=O | 13%
NC(c1csc(NC(=O)Nc2ccccc2Oc2ccccc2)n1)c1ccccc1Cl (stereo not drawn) | -3%
CCCCC[C@H](C)N1C[C@@H](COCc2ccccc2)Oc2cc(N3CCC[C@H]3C(N)=O)ccc2S1(=O)=O | -26%
COc1ccc(-c2nc3c(C)cc(Br)cn3c2Cc2cccc(Cl)c2)cc1OC | -34%
CSc1ncnc2c1ncn2CCCNc1ccc(C)c(C)c1 | -3%
O=C(COC(=O)Cc1ccc(Br)cc1)NCc1ccccc1 | 21%
O=C1OC(c2cccs2)Sc2ccccc21 (stereo not drawn) | 12%
Cc1nc(Cn2c3ccc(NC(=S)NC4CCCCC4)cc3c(=O)n2C)cs1 | 1%
C[C@H](CO)N1C[C@H](C)[C@@H](CN(C)Cc2ccc(F)cc2)Oc2ncc(Br)cc2C1=O | 2%
Cc1cccc(C)c1-n1nnnc1C(c1ccnc2ccccc12)N1CCN(CCN(C)C)CC1 (stereo not drawn) | 0%
CC1=C(C(=O)N(C(C)C)C(C)C)CC(CC(=O)NCC2CCCCC2)C(=O)N1Cc1ccccc1 (stereo not drawn) | 0%
CC1=C(C(=O)N2CCOCC2)CC(CC(=O)NCCc2ccccn2)C(=O)N1Cc1ccccc1 (stereo not drawn) | -3%
c1ccc(Cn2ccnc2C2OCCO2)cc1 | 10%
CCCCCCn1c(=O)n2n(c1=O)C[C@]1(OC(=O)Nc3c(C)noc3C)CN(S(=O)(=O)c3ccc(C)cc3)C[C@]1(O)C2 | 1%
COc1c(Cl)cc(C(=O)Nc2cccnc2)cc1Cl | 23%
COc1ccccc1Cc1c(-c2ccc(Cl)cc2)nc2ccc(Br)cn12 | -19%
O=C(Oc1ccc[nH]c1=O)c1ccccc1 | -5%
COc1cccc(-c2cnc(C(O)c3ccc(-c4ccccc4)cc3)[nH]2)c1 (stereo not drawn) | -32%
CC1(C(=O)Nc2cccc(NS(C)(=O)=O)c2)Cc2c(-c3cccc(C(N)=O)c3)ccnc2O1 (stereo not drawn) | 0%
C=C1C=C(C(F)F)n2ncc(C(=O)NCc3ccc(Cl)cc3Cl)c2N1 | 4%
CC(C)NC(=O)C1CC(=O)N(CCc2ccc(F)cc2)C1 (stereo not drawn) | 1%
COc1cccc(-c2cnc3c(NC=O)cc(-c4ccccc4)cn23)c1 | -35%
O=c1[nH]nc(Sc2ccccc2)c(=S)[nH]1 | 2%
Cc1ccccc1-c1csc(C(O)c2ccc(F)cc2)n1 (stereo not drawn) | 30%
O=[N+]([O-])c1cccnc1Oc1cc(Cl)c(Cl)cc1Cl | 9%
CCCNC(=O)c1cc(C2CCCN(C(=O)C3CCCCC3)C2)on1 (stereo not drawn) | 8%
CCN(C)C1CN(Cc2cn(Cc3cccc(C(F)(F)F)c3)nn2)S(=O)(=O)C1 (stereo not drawn) | 19%

Next part.
SMILES | BRCA1 expr up
O=C(Oc1ccc(-c2nnco2)cc1)c1cc(S(=O)(=O)N2CCOCC2)ccc1F | 2%
CCCCn1nnnc1C(c1ccccc1)N1CCN(c2ccc(C(F)(F)F)cn2)CC1 (stereo not drawn) | -33%
CCS(=O)(=O)N1Cc2cc(C(=O)NCC3CC3)nc(-c3cccc(-c4cccnc4)c3)c2[C@@H]1CCO | -46%
CC(C)NC(=O)N(C)C[C@@H]1OCc2cnnn2CCCC(=O)N([C@H](C)CO)C[C@@H]1C | 2%
COc1cc2nc(CCNCc3ccccc3)nc(NC3CCN(C)CC3)c2cc1OC | -61%
CN1CCN(C(=O)c2ccc(-c3cc4nc(NCc5cccnc5)n(C)c(=O)c4s3)cc2)CC1 | -8%
COc1ccc(OC(=O)N(C)C[C@@H]2OCc3cn(nn3)CCCC(=O)N([C@@H](C)CO)C[C@H]2C)cc1 | -3%
COc1ccc(CNC(=O)[C@@H](Cc2ccccc2)NC(=O)CC[C@H]2O[C@@H](n3ccc(=O)[nH]c3=O)[C@H](O)[C@@H]2O)cc1 | 14%
CCC(=O)Nc1ccc(S(=O)(=O)NC[C@H]2O[C@@H](n3cnc4c(=O)[nH]c(N)nc43)[C@H](O)[C@@H]2O)cc1 | 17%
CC1(c2nc3ccccc3[nH]2)c2ccccc2C(=O)N1C1CC1 (stereo not drawn) | 11%
CCOc1ccc(C2CC=C(C(C)=O)CN2S(=O)(=O)c2ccc(C)cc2)cc1 (stereo not drawn) | 4%
COc1ccc(-c2csc(C(C)(O)c3ccc(F)c(F)c3)n2)cc1 (stereo not drawn) | -7%
CC(C)N1CCCC(C)(C(=O)Nc2cccc(Oc3ccccc3)c2)C1 (stereo not drawn) | 21%
C[C@H](O)[C@@H]1C(=O)N2CCc3c([nH]c4ccccc34)[C@@H]2C[C@@H]1N(C)C(=O)Nc1cc(Cl)cc(Cl)c1 | -33%
c1ccc2c(C3OCC4(CCCC4)CO3)cccc2c1 | 63%
Cc1noc(C)c1-c1ccc(C(=O)NCCC(F)(F)F)c2occc12 | -3%
O=C(Nc1cccc2cccnc12)C(F)(F)F | 32%
O=C1c2ccccc2CCC12OC2c1ccc([N+](=O)[O-])cc1 (stereo not drawn) | -1%
COc1ccc(-c2csc(NC(=O)CS(=O)(=O)c3ccccc3)n2)c(OC)c1 | 19%
CC1(C(=O)NS(=O)(=O)c2cccc(C#N)c2)CCN1C(=O)C1(c2ccccc2)CC1 (stereo not drawn) | 19%
CC(C)n1c(=O)nc(-c2ccccc2)c2cc3c(cc21)OCO3 | -12%
C[C@H]1COc2cccc(N(C)CCO)c2S(=O)(=O)N1 | 0%
CC(=O)Nc1ccc(-c2ccnc3c2CC(C(=O)NCc2ccccc2)O3)cc1 (stereo not drawn) | -3%
CC(=O)C1=CCC(c2ccccc2)N(S(C)(=O)=O)C1 (stereo not drawn) | 9%
COc1cc(NC(=O)CSc2nc3[nH]ncc3c(=O)n2-c2ccccc2)cc(OC)c1OC | -38%
CC1(C)CC(=O)C=C(c2n[nH]nc2-c2ccccc2)C1 | 3%
COC(=O)c1ccccc1COc1cccn2c(N(C)Cc3cccs3)c(C)nc12 | -52%
O=S1(=O)C[C@H](N2CCCC2)[C@@H](COCc2ccccc2)N1 | 26%
N=c1nc(-c2ccccc2)n(-c2ccccc2)s1 | 27%
COc1ccc(-c2cnc3c(NC=O)cc(-c4ccc(F)cc4)cn23)cc1OC | -67%
COc1ccc(C(=O)OCC(=O)Nc2cc(C)on2)cc1F | 5%
Cc1cc(=O)oc2c(N)nccc12 | 18%
O=C(O)c1cccc(-c2csc(C(O)c3ccc(F)c(F)c3)n2)c1 (stereo not drawn) | ?
COc1cc(C)ccc1OCc1cc(C(=O)NC2CCOCC2)no1 | ?
CC(C)(C)C(=O)NCc1ccc(C(=O)CSc2nnc3n2CCCCC3)s1 | 3%
Cc1cc(C)c(C(O)c2ncc(-c3ccccc3C)[nH]2)c(C)c1 (stereo not drawn) | -11%
CC1(C(=O)NS(=O)(=O)c2ccccc2)CCN1C(=O)Cc1ccccc1Cl (stereo not drawn) | 16%
COc1ccccc1Cc1c(-c2cccc(Br)c2)nc2ccc(Cl)cn12 | -11%
C(=C\c1ccccc1)/CN1CCN(C(c2ccccc2)c2nnnn2C2CCCCC2)CC1 (stereo not drawn) | 17%
CC1(C)CC(=O)C2=C(C1)OC1=C(C(=O)CC(C)(C)C1)C2c1cccc([N+](=O)[O-])c1 | -17%
CC(C)C[C@@H](CN1CCC[C@@H]1CN1C(=O)C(=O)NC[C@@H]1Cc1ccccc1)N1C[C@H](Cc2ccccc2)N(CC2CCCCC2)C(=O)C1=O | -6%
O=Nc1c(-c2ccccc2)n(O)[n+]([O-])c1-c1ccccc1 | 64%
CCc1nc2ccc(C(=O)N3CCN(S(=O)(=O)CC)CC3)cn2c1N(CC)CCOC | 1%
CCCCc1c(-c2ccccc2OC)ncn1Cc1ccc(-c2ccccc2)cc1 | -56%
CSc1ncccc1C(=O)N1CCC1(C)C(=O)NC(C)C (stereo not drawn) | 10%

An excerpt of these results, with tabs:
Structure	BRCA1 expr up
COc1ccc(-c2cnc3c(NC=O)cc(-c4ccc(F)cc4)cn23)cc1OC	-67%
COc1ccc(C(=O)OCC(=O)Nc2cc(C)on2)cc1F	5%
Cc1cc(=O)oc2c(N)nccc12	18%
O=C(O)c1cccc(-c2csc(C(O)c3ccc(F)c(F)c3)n2)c1 (stereo not drawn)	?
COc1cc(C)ccc1OCc1cc(C(=O)NC2CCOCC2)no1	?
CC(C)(C)C(=O)NCc1ccc(C(=O)CSc2nnc3n2CCCCC3)s1	3%
Cc1cc(C)c(C(O)c2ncc(-c3ccccc3C)[nH]2)c(C)c1 (stereo not drawn)	-11%
CC1(C(=O)NS(=O)(=O)c2ccccc2)CCN1C(=O)Cc1ccccc1Cl (stereo not drawn)	16%
COc1ccccc1Cc1c(-c2cccc(Br)c2)nc2ccc(Cl)cn12	-11%
C(=C\c1ccccc1)/CN1CCN(C(c2ccccc2)c2nnnn2C2CCCCC2)CC1 (stereo not drawn)	17%
CC1(C)CC(=O)C2=C(C1)OC1=C(C(=O)CC(C)(C)C1)C2c1cccc([N+](=O)[O-])c1	-17%
CC(C)C[C@@H](CN1CCC[C@@H]1CN1C(=O)C(=O)NC[C@@H]1Cc1ccccc1)N1C[C@H](Cc2ccccc2)N(CC2CCCCC2)C(=O)C1=O	-6%
O=Nc1c(-c2ccccc2)n(O)[n+]([O-])c1-c1ccccc1	64%
CCc1nc2ccc(C(=O)N3CCN(S(=O)(=O)CC)CC3)cn2c1N(CC)CCOC	1%
CCCCc1c(-c2ccccc2OC)ncn1Cc1ccc(-c2ccccc2)cc1	-56%
CSc1ncccc1C(=O)N1CCC1(C)C(=O)NC(C)C (stereo not drawn)	10%

(list continues)
SMILES | BRCA1 expr up
O=S(=O)(c1ccccc1Br)N1CCN(c2nc(-c3cccs3)nc3ccccc23)CC1 | 24%
CC1(C(=O)NS(=O)(=O)c2cccc(F)c2)CCN1C(=O)Cc1cccs1 (stereo not drawn) | 0%
CCOC(=O)C1(C)CCCN(C(=O)c2cc(C)oc2C)C1 (stereo not drawn) | 5%
O=C(COc1cccc(F)c1)Nc1nc(-c2ccccn2)cs1 | -68%
CCNC(=O)C1(C)CCCN(Cc2noc(-c3ccccc3OC)n2)C1 (stereo not drawn) | 9%
